N370S GC = inhibitors or activators of N370S glucocerebrosidase for Gaucher disease; P04062; N370S GC spleen homogenate, 4MU-glucoside fluorescence; Potency, µM (top dose mostly 59.4 µM), without a hit: top-dose activity change, negative = inhibition, usual class: inhibitors; hit rate 0.092% among 330,000; AID 2101;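 note: 0% = full enzyme activity and -100% = no enzyme basal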
TDP1 block = inhibitors of human tyrosyl-DNA phosphodiesterase TDP1. Potency, µM (doses to about 130 µM), inactives show top-dose activity change, negative = inhibition, actives largely listed as inhibitors. recombinant TDP1, AlphaScreen DNA substrate cleavage. hit rate 0.28% among 350,000; note: nearly all actives have a fitted effect of over 40% in size
Target sequence (Q9NUW8 whole entry, looked up): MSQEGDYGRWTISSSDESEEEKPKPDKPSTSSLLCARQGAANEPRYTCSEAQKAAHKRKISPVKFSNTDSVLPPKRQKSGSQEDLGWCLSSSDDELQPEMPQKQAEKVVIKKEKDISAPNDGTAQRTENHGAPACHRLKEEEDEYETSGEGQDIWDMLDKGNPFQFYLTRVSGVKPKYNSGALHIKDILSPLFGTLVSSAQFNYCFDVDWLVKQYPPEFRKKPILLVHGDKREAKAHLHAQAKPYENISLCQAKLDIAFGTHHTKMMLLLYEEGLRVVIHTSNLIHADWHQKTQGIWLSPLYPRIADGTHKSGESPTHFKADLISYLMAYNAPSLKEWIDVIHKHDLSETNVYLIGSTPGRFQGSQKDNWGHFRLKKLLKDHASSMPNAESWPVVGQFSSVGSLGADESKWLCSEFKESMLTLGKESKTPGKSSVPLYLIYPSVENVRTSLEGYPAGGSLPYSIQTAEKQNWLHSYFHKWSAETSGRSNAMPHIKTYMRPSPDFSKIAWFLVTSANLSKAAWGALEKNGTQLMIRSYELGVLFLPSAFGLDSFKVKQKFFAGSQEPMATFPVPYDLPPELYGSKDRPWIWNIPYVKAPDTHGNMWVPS
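Signal: AlphaScreen proximity between streptavidin donor and anti-FITC acceptor beads on intact substrate. Reaction: Tdp1 1 nM, substrate 15 nM final, 5 min RT after 15 min compound preincubation.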
DT40 TDP1 no CPT = qHTS for Inhibitors of human tyrosyl-DNA phosphodiesterase 1 (TDP1): qHTS in cells in absence of CPT. DT40 Tdp1-/- hTDP1 cells, no CPT, ATP luminescence, 48 h. Potency, µM (top dose mostly 46.2 µM), for inactives: at the top dose activity change, negative = growth inhibition, most hits filed as inhibitors. hit rate 15% among 420,000; note: nearly all actives have a fitted effect of over 55% in size
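Seeded 400 DT40-hTDP1 cells/well (vehicle DMSO, no 20 nM CPT); pinned compounds; ≥48 hr at 37 °C; CellTiter-Glo luminescence as viability measure.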
* marks the source's active call; other numbers are inactive results; ? = inconclusive; . = no result given; [ ] = remark or other dose. Calls come from the whole dose curve; as a rule, active = well fitted curve in the direction sought with a large enough effect; inconclusive = small, poorly fitted or top-dose-only effect, or another doubt; inactive = no such curve, though single readings can be large; an effect the other way counts as inactive or inconclusive. Unless noted, % is set by controls: 0 for no effect and ±100 for the full control effect; potency is the fitted concentration of half-maximal effect. These rows are one share of the data; count on the stated rates, not on these rows.

Molecule,N370S GC,DT40 TDP1 no CPT,TDP1 block
CCCn1c(SCC(=O)NCc2ccco2)nnc1-c1ccncc1,4%,-15%,-5%
CC1(C)CC(=O)C(C=NCC2CCN(C(=O)Cc3ccccc3)CC2)=C(O)C1,13%,?,0%
COc1ccc(CC(=O)Nc2cc(=O)n(C)c(=O)n2C)cc1OC,1%,1%,0%
CC1CCCN(S(=O)(=O)c2ccc(C(=O)Nc3nnc(C4CC4)o3)cc2)C1 (stereo not given),-1%,?,4%
COc1cc(/C=C/C(=O)N2CCN(CC(O)COc3ccccc3)CC2)cc(OC)c1OC (stereo not given),4%,21µM*,4%
CCOC(=O)c1cc2c(=O)n3ccccc3nc2n(CC2CCCO2)c1=NC(=O)c1cc(C)cc(C)c1 (stereo not given),.,0.037µM*,3%
CN1CCN(c2ccc(Cl)cc2NC(=O)c2nn(-c3ccccc3)c(=O)c3ccccc23)CC1,1%[2.35 µM],9.2µM*,0%
Cc1cccc2sc(NC(=O)CCNC(=O)c3ccco3)nc12,-2%,?,0%
CCOc1ccc(N(CC(=O)Nc2ccc(F)c(F)c2)S(=O)(=O)c2c(C)noc2C)cc1,0%,?,0%
COCCn1c(NC(=S)NC(=O)C23CC4CC(CC(C4)C2)C3)cc(=O)[nH]c1=O,0%,?,.
COc1ccc(-c2nc(C#N)c(NCc3ccccc3Cl)o2)cc1,7%,-24%,5%
O=C(CSc1nnc(-c2ccco2)o1)NC1CCCCC1,-19%,?,6%
CN(C)CCN(Cc1cccs1)S(=O)(=O)c1csc(C(N)=O)c1,6%,17%,0%
O=C(Nc1nnc2n1CCS2)c1ccccc1,.,?,8%
COc1ccccc1CNC(=O)COC(=O)c1ccc(C)s1,.,-23%,-3%
O=C(O)/C=C/c1cccc(NS(=O)(=O)c2ccccc2)c1,2%,7%,3%
COc1ccc(C(=O)OCC(=O)NC2CC2)cc1F,.,4%,-3%
CC(C)n1c(NCc2ccc(Cl)cc2)nc2ccccc21,-6%,?,.
Cn1nnnc1SCC(=O)N(C1CCCCC1)C1CCS(=O)(=O)C1 (stereo not given),7%,2%,5%
CCOc1ccc(NC(=O)CSc2nc3ccsc3c(=O)n2CCCCCC(=O)O)cc1,.,?,5%
COc1ccc(NC(=O)CCNS(=O)(=O)c2ccc(NC(C)=O)cc2)cc1Cl,-7%,?,-4%
CC(C)COc1ccc(C(=O)N2C(=O)c3ccc(N)cc3C2=O)cc1,-2%,-15%,0%
N#CC(CC(=O)c1ccc(F)cc1)c1ccc2c(c1)OCO2 (stereo not given),3%,?,.
CCCCCCn1cc(C(=O)OCC)c(=O)c2cc(F)c(F)cc21,11%,23µM*,4%
Cc1ccc(S(=O)(=O)N2CCc3ccccc3C2CC(=O)O)cc1 (stereo not given),13%,13%,.
CCCC(=O)N1CC(=O)Nc2ccc(Br)cc2C1c1ccc(F)cc1 (stereo not given),3%,-16%,.
N/C(=N\OC(=O)c1ccc(Cl)c(Cl)c1)c1cccc(CSc2ccccn2)c1,-7%,-26%,0%
Cc1cccc(Oc2ccc(Cl)cc2N)c1,4%,?,5%
CCOC(=O)C1C(=O)NC(c2ccccc2)=NC1c1cccc(Br)c1 (stereo not given),3%,-28%,1%
CCCOC(=O)c1cccc(NC(=O)C(C)(C)C)c1,?,?,5%

Nothing new here: entries from further up.
Molecule,N370S GC,DT40 TDP1 no CPT,TDP1 block
Cn1nnnc1SCC(=O)N(C1CCCCC1)C1CCS(=O)(=O)C1 (stereo not given),7%,2%,5%
CCOc1ccc(NC(=O)CSc2nc3ccsc3c(=O)n2CCCCCC(=O)O)cc1,.,?,5%
COc1ccc(NC(=O)CCNS(=O)(=O)c2ccc(NC(C)=O)cc2)cc1Cl,-7%,?,-4%
CC(C)COc1ccc(C(=O)N2C(=O)c3ccc(N)cc3C2=O)cc1,-2%,-15%,0%
N#CC(CC(=O)c1ccc(F)cc1)c1ccc2c(c1)OCO2 (stereo not given),3%,?,.
CCCCCCn1cc(C(=O)OCC)c(=O)c2cc(F)c(F)cc21,11%,23µM*,4%
Cc1ccc(S(=O)(=O)N2CCc3ccccc3C2CC(=O)O)cc1 (stereo not given),13%,13%,.
CCCC(=O)N1CC(=O)Nc2ccc(Br)cc2C1c1ccc(F)cc1 (stereo not given),3%,-16%,.
N/C(=N\OC(=O)c1ccc(Cl)c(Cl)c1)c1cccc(CSc2ccccn2)c1,-7%,-26%,0%
Cc1cccc(Oc2ccc(Cl)cc2N)c1,4%,?,5%
CCOC(=O)C1C(=O)NC(c2ccccc2)=NC1c1cccc(Br)c1 (stereo not given),3%,-28%,1%
CCCOC(=O)c1cccc(NC(=O)C(C)(C)C)c1,?,?,5%

Continued:
Molecule,N370S GC,DT40 TDP1 no CPT,TDP1 block
Fc1ccccc1C(c1nnnn1C1CCCC1)N1CCN(Cc2ccccc2)CC1 (stereo not given),-19%,12µM*,2%
Cc1cccc(CN2C(=O)c3ccccc3Sc3ccc(C(=O)O)cc32)c1,-8%,2%,.
Cc1ccc(NC(=O)CN(CCc2ccccc2)S(C)(=O)=O)cc1,12%,-21%,.
Oc1cccc(/C=N/Nc2ccc(Cl)nn2)c1,-26%,20%,.
CCCn1c(N)c(N(CCOC)C(=O)c2cc(-c3ccco3)nc3ccccc23)c(=O)[nH]c1=O,-1%,25%,-17%
Cc1cccc(-c2noc(CNC(=O)Nc3ccc(F)cc3)n2)c1,2%,0%,3%
CCN(CC)c1ccc(C(=O)n2cnc3ccccc32)cc1,19%,?,2%
COc1ccc(CNCC(C)NCc2ccc(OC)c(OC)c2)cc1OC (stereo not given),-3%,-1%,.
CCOc1cc2[nH]c(=O)n(Cc3ccc(C(=O)N4CCN(c5cccc(Cl)c5)CC4)cc3)c(=O)c2cc1OCC,.,2.6µM*,0%
COC(=O)c1ccc(-c2nc(-c3ccc(OC)c(OC)c3)no2)cc1,.,?,4%
COc1cc(C)ccc1OCCCCN1CC(C)OC(C)C1 (stereo not given),5%,-12%,0%
CCN(C1CCCCC1)S(=O)(=O)c1c(C)n(C)c(=O)n(C)c1=O,-2%,5%,.
CC1CCC(NC(=O)C(NS(=O)(=O)c2cccc3nsnc23)C(C)C)CC1 (stereo not given),6%,14%,0%
NC(=O)CC(NC(=O)c1ccccc1)c1ccc(N2CCC(Br)CC2)c([N+](=O)[O-])c1 (stereo not given),-3%,10µM*,5%
Cc1ccccc1C(=O)NC(=S)NC1CCSC1=O (stereo not given),5%,-19%,-1%
S=C1NCN(Cc2ccco2)CN1CCc1ccccc1,-13%,?,0%
CC1CCN(c2nc3c(S(=O)(=O)c4ccccc4)nnn3c3ccc(Cl)cc23)CC1,.,18µM*,4%
Cc1nc2ccccc2c(N)c1C(=O)/C=C/c1ccccc1,-9%,?,.
CCCC1O[C@@H]2C[C@H]3[C@@H]4CCC5=CC(=O)C=C[C@]5(C)[C@H]4[C@@H](O)C[C@]3(C)[C@]2(C(=O)CO)O1 (stereo not given in full),?,?,6%
Cc1ccccc1C(=O)NNC(=S)NC(=O)c1cccs1,6%,18µM*,4%
Cc1cc(O)c2c(c1)C(O)(C1OC(CO)C(O)C(O)C1O)c1cccc(O)c1C2=O (stereo not given),-2%,1%,-5%
Cc1ccc2nc3c(nc2c1C)C(O)=C3O,-9%,?,.
O=C(NCCc1ccccc1Cl)c1sc2ncccc2c1-n1cccc1,.,?,5%
NC(=O)NC(=O)C[n+]1cccc(/C=N/O)c1,14%,-1%,-2%
CCC(=O)Nc1ccc(C)cc1-c1nc2ccccc2n(Cc2ccccc2)c1=O,.,-15%,3%
CCOC(=O)C1CCN(C(=O)C2CCCN(S(=O)(=O)c3ccc(OCC)c(Cl)c3)C2)CC1 (stereo not given),3%,5.8µM*,-11%
CCC(=O)[C@@]1(O)C(=O)N2C(=C3C(=O)OCCC31)N(Cc1ccccc1)C(C)=C(C(=O)OC)C2c1ccccc1 (stereo not given in full),1%[12.8 µM],.,3%[21 µM]
O=S(=O)(NCc1nc(-c2ccccc2)no1)c1ccc(F)cc1,-3%,-6%,1%
COc1ccc(CN2C(=O)c3ccccc3C2C(=O)NCc2cccnc2)c(OC)c1 (stereo not given),1%,10%,3%
CC(=O)c1sc(NC(=O)c2cc(S(=O)(=O)N3CCOCC3)ccc2F)nc1C,.,-1%,1%[56.1 µM]
O=C(Nc1ccccc1)c1cccc(S(=O)(=O)Oc2ccc([N+](=O)[O-])cc2)c1,3%,?,5%
CC(C)c1ccc(OCC(=O)NNC(=S)NC(=O)C2CC2)cc1,-6%,15µM*,3%
COc1cc(NC(=O)c2ccc(COCC(F)(F)F)cc2)cc(OC)c1OC,3%,?,-4%
C=CCN(C(=O)C1CC(=O)N(C2CCCC2)C1)c1nc(-c2ccc(S(C)(=O)=O)cc2)cs1 (stereo not given),.,15µM*,1%
CNC(=O)c1ccsc1NC(=O)c1ccccc1,3%,-6%,.
C=CC1=C(C(=O)O)N2C(=O)C(NC(=O)Cc3ccccc3)C2SC1 (stereo not given),3%,-1%,.
CCc1ccc(C(=O)c2cn(CC(=O)NCc3ccc(C)cc3)c3nc(C)ccc3c2=O)cc1,.,1%,5%
COc1ccc(C2NC(=O)N(C)C3=C2C(=O)N(c2ccc(C(=O)O)cc2)C3)cc1 (stereo not given),.,-25%,1%
CCCc1n(CC)c2ccccc2[n+]1CC(O)COC1CCCCC1 (stereo not given),-9%,4.1µM*,5%
COc1ccccc1NC(=O)c1sc2nc(Cc3ccccc3)cc(C(F)(F)F)c2c1N,-7%,-16%,-7%
Cc1ccc(C)c(NC(=O)c2c(Cl)nc3ccccn23)c1,3%,-43%,8%
Cc1cc(C(=O)NCCc2ccc(Cl)cc2)c2c(C)nn(-c3cccc(F)c3)c2n1,.,-21%,5%
Cc1ccc(C)c(NC(=S)NNC(=S)Nc2ccc(C(C)C)cc2)c1,2%,?,0%
O=C(CN1CCCCC1)NCCNC(=O)CN1CCCCC1,3%,1%,-7%
CCOC(=O)N1CCC(NC(=O)c2cc(S(=O)(=O)N3CCCC3)cn2C)CC1,0%,-19%,2%
COc1ccc(C)cc1-n1nnnc1SCC(=O)N1CCC(C(=O)Nc2nccs2)CC1,0%,-6%,-2%
Cc1ccc(CC(CC(=O)O)C(=O)Nc2ccc(Cl)cc2)cc1 (stereo not given),-8%,-8%,9%
COc1ccc(C(=O)CN2C(=O)NC3(CCc4ccccc43)C2=O)cc1 (stereo not given),-1%,6%,1%
Cc1nc(N2CCOCC2)c2c(C)c(C(=O)Nc3ccc(F)cc3F)sc2n1,-27%,?,0%
CCOC(=O)Nc1cc(OC)c(OC)cc1Cc1nccc2cc(OC)c(OC)cc12,6%,-20%,9%
Cc1cccc(-n2c3c(cc(-c4nc(-c5ccc(Cl)cc5)cs4)c2=O)C(=O)CC(C)(C)C3)c1,.,-2%,4%
CCOc1ccc(C(C)=O)cc1CN1C(=O)NC(C)(C2CC2)C1=O (stereo not given),-2%,-21%,-3%
COC(=O)c1ccc(C(c2c(N)n(Cc3ccccc3)c(=O)n(C)c2=O)N2CCOCC2)cc1 (stereo not given),-1%,-18%,5%
CN1CCN(CCCNC(=O)c2ccc(Cn3c(=S)[nH]c4ccc(Br)cc4c3=O)cc2)CC1,-8%,?,-2%
CCC(Sc1ccc(Cl)cc1)C(=O)Nc1nnc(-c2cccc([N+](=O)[O-])c2)s1 (stereo not given),2%,13µM*,3%
COc1cccc2oc(SC)cc(=O)c12,1%[136 µM],.,7%[234 µM]
CCCn1c(N)cc(=O)n(CCC)c1=O,-5%,3%,-3%
CCOC(=O)N1N=C(c2ccccc2)CC1(O)C(C)(F)F (stereo not given),-3%,-14%,0%
O=C(Nc1cc(Cl)ccc1Cl)c1cc2nc(-c3ccc4c(c3)OCO4)cc(C(F)(F)F)n2n1,.,-24%,7%
COc1ccccc1CNC(=O)c1cccc(-c2ccccc2OC)n1,-13%[89.1 µM],.,12%
